# Source: PubChem
# Tat transport: E. coli Tat export inhibitors, primary screen, MC4100, TorA-mCherry reporter, fluorescence, single point; actives 0.036% (n = 340,000); inhibition, % at 10 µM; AID 488895, 2010;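 active = mean replicate inhibition at least 50% and at least half of replicates individually reaching 50%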;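 note: exported cargo escapes ClpAP degradation while cytoplasmic cargo is degraded and loses fluorescence; 0% = median of neutral control wells and 100% = median of NaSCN control wells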
# CAL PDZ FP-1: CAL PDZ peptide-binding inhibitors, primary screen, biochemical, fluorescence polarization, Cer-tagged CAL PDZ, HTS; inhibition, % at 20 µM; AID 504414, 2011; purified CAL PDZ, TMR-peptide fluorescence polarization, 1 h; actives 0.02% (n = 330,000); Golgi-associated PDZ and coiled-coil motif-containing protein (Homo sapiens), Q9HD26;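 active = highest replicate inhibition of at least 40%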;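 note: plate controls were DMSO neutral control wells for no effect and unlabeled competitor peptide control wells for full effect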
#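 material = purified tagged CAL PDZ domain construct (CerCALP) | compound dosing = 20 µM, one dose | times = 1 h at RT | measured by = fluorescence polarization from S- and P-plane intensities, G-factor corrected | read-out = inhibition from polarization loss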
# Wnt act: Wnt/beta-catenin pathway activators, primary screen, cell-based, plate reader, single point. Wnt/beta-catenin reporter cell assay, activator. activation, % at 9.35 µM. actives 1.2% (n = 300,000); in the data active = activation above about 30%, passing the limit was not always enough;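 note: 0% = neutral control wells and 100% = positive control wells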
# Rtt109 Vps75: inhibitors of C. albicans Rtt109/Vps75 HAT, primary screen, biochemical, ThioGlo CoA-SH fluorescence, plate reader. AID 540336, 2011. actives 0.16% (n = 330,000). Histone acetyltransferase RTT109 (Candida albicans (strain SC5314 / ATCC MYA-2876)), …. inhibition, % at 34.9 µM. purified Rtt109/Vps75, 4 h;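 active = inhibition of at least 50% in every replicate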
# CAL PDZ FP-2: untagged CAL PDZ binding inhibitors, primary screen, biochemical, fluorescence polarization, HTS; Golgi-associated PDZ and coiled-coil motif-containing protein (Homo sapiens), Q9HD26; purified CAL PDZ, TMR-peptide fluorescence polarization, 1 h; inhibition, % at 24.9 µM; actives 0.92% (n = 300,000); AID 602252, 2012;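 active = mean inhibition of at least 30% with at least half of replicates also reaching 30%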;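 note: 0% = DMSO neutral control and 100% = excess unlabeled competitor peptide PRC23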
# MITF TRPM1 HTS: activators of MITF-driven TRPM1 promoter reporter, primary screen, cell-based, SK-MEL-5, luciferase, single point. actives 0.75% (n = 300,000). activation, % at 12.5 µM. AID 588334, 2011. SK-MEL-5 TRPM1-promoter luciferase, 24 h; % of positive control, neutral wells = 0;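 active = mean activation of at least 80% with every replicate also reaching 80%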;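 note: 0% = neutral control wells and 100% = parthenolide positive control wells; values of inactives mirror those of a sister screen read the other way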
# CDK5 p35 inh: inhibitors of human CDK5/p35 kinase, primary screen, biochemical, single concentration; Cyclin-dependent kinase 5 (Homo sapiens) + Cyclin-dependent kinase 5 activator 1 (Homo …; Recombinant CDK5/p35, ADP-Glo luminescence, 60 min; inhibition, % at 10 µM; actives 0.01% (n = 330,000);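 active = highest replicate inhibition of at least 50% and at least 75% of replicates reaching 50%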;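 note: plate controls were DMSO neutral control for no effect and GW8510 at 10 µM for full effect; many of its hits are not listed in these tables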
# Target sequence (Q00535 whole entry, looked up): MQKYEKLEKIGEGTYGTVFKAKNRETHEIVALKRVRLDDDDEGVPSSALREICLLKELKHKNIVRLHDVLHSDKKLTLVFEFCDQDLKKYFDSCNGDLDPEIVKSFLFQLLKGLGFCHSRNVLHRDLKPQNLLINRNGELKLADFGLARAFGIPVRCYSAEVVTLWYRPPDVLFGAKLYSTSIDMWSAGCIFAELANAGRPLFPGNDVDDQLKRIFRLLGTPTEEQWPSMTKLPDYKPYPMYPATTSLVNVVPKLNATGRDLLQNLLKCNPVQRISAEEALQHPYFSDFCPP
# Target sequence (Q15078 whole entry, looked up): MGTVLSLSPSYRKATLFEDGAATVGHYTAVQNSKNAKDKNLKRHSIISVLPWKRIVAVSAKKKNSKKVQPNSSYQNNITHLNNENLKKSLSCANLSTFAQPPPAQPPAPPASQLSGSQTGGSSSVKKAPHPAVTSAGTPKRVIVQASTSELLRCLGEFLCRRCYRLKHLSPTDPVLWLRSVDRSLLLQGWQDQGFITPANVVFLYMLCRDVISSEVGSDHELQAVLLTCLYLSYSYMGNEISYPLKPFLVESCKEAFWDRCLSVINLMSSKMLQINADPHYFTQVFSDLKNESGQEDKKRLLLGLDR
# dFosB activator: activators of delta FosB homodimer, primary screen, biochemical, fluorescence polarization, TAMRA-CDK5 oligo, single point; Protein FosB (Mus musculus), P13346; purified delta FosB; percent of positive-control signal above neutral wells; activation, % at 25 µM; actives 0.99% (n = 340,000);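 active = mean activation above about 17%, with every replicate also reaching it, limit read from the data, passing the limit was not always enough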;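 note: fluorescence polarization rise as delta FosB binds a TAMRA Cdk5 AP-1 oligo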
# Target sequence (P13346 whole entry, looked up): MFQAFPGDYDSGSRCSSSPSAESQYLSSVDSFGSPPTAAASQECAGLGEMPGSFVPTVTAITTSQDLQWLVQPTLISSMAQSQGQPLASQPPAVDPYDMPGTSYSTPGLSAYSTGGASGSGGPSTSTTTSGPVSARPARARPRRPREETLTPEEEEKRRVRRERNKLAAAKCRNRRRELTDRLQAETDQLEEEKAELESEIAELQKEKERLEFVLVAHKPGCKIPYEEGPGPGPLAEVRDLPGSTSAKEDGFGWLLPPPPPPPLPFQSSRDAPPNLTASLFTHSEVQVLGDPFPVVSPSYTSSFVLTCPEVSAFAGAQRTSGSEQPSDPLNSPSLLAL
# RTF Ca sens act: cardiac RTF calcium sensitivity activators, primary screen, biochemical, IANBD-TnC fluorescence, EC20 calcium. actives 0.24% (n = 340,000). IANBD-labeled TnC RTF fluorescence at EC20 calcium; 0% EC20 calcium, 100% full calcium. activation, % at 7.2 µM;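 active = activation above the mean over all tested compounds plus 3 SD, cut at about 30% in these data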;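 note: rise in fluorescence read as greater calcium sensitivity of cardiac thin filaments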
# V-ATPase pHluor: regulators of yeast V-ATPase proton pumping, primary screen, pHLuorin cytosolic pH fluorescence | S. cerevisiae | response, % at 10 µM | actives 0.37% (n = 350,000) | AID 504577, 2011; in the data active = response mostly above about 7.3%, no sharp cut-off; inactive = mostly below about 5.4%; note: actives read high; inactives centre near 0; some compounds called inactive have numbers as strong as hits; reference of the scale not given here
# Starred values were filed as active, the others as inactive; . = no result given.
SMILES,Tat transport,CAL PDZ FP-1,Wnt act,Rtt109 Vps75,CAL PDZ FP-2,MITF TRPM1 HTS,CDK5 p35 inh,dFosB activator,RTF Ca sens act,V-ATPase pHluor
O=C(O)CN(Cc1ccccc1)S(=O)(=O)c1ccc2c(c1)OCCO2,0.6,-2.2,-1.0,-13.7,-3.5,-1.7,-0.2,5.6,2.5,-7.5
COc1ccc(N(CC(=O)NCCSCc2c(F)cccc2Cl)S(C)(=O)=O)cc1OC,-3.8,-1.5,-2.8,-14.0,.,-3.6,2.7,-1.4,0.2,-2.5
O=C1CCC(C(=O)N2CCCCCCC2)CN1Cc1cccc(C(F)(F)F)c1 (stereo unspecified),-2.6,-1.5,-0.1,2.1,2.5,1.2,0.7,-10.8,2.2,-0.3
COc1ccc(C(=O)N/N=C(\Cc2ncc[nH]2)c2ccccc2)cc1,-6.3,-2.4,13.0,2.6,-1.3,5.5,-0.6,-4.2,-2.2,-0.2
Cc1cc(C)cc(NC(=O)C2CCCN2C(=O)NC2CCCCC2)c1 (stereo unspecified),-9.4,-0.7,-2.0,-7.2,-1.4,-5.2,0.9,4.6,-2.4,-0.8
COc1ccccc1N1CCN(CCCCOc2ccc(F)cc2)CC1,-4.6,-6.5,-2.3,10.5,17.9,-0.5,-3.6,-3.5,-2.5,1.9
CCOC(=O)C1=C(C)OC(N)=C(C#N)C1c1cccs1 (stereo unspecified),-1.8,-0.2,1.3,-5.7,4.0,-13.6,-0.2,1.9,.,-2.1
COc1ccc(OC)c(NC(=O)CC(Cc2ccccc2OC)C(=O)O)c1 (stereo unspecified),-0.4,-0.8,-1.8,-5.0,2.3,-1.2,3.4,-5.3,-2.3,-1.5
Cc1nnc(SCC(=O)N2CCCC(C(=O)c3ccc(Cl)cc3)C2)o1 (stereo unspecified),-2.2,.,-1.9,2.4,38.5*,3.4,-1.4,2.2,-0.9,-0.9
Nc1cc(N)cc(C(=O)Nc2ccc3c(c2)C(=O)NC3=O)c1,0.7,-0.4,-0.6,-0.6,-5.0,9.1,3.2,0.0,-5.6,-1.1
COc1ccc2oc(=O)c(C(=O)N3c4ccccc4CC3C)cc2c1 (stereo unspecified),10.7,-0.4,-4.3,6.7,-3.0,-2.0,-0.4,5.8,-9.8,13.1
CCN(Cc1ccccc1)S(=O)(=O)CCNC(=O)c1ccc(OC)cc1,-9.5,-2.1,-1.5,-10.3,0.4,-13.7,-2.8,-5.3,1.5,5.0
Cc1csc2nc(O)c(C(=O)NC3CCCCCC3)c(=O)n12,-6.6,-2.1,-14.8,2.0,-5.0,-13.3,0.4,-1.5,-19.1,1.9
O=C(Cc1ccc(N2CCNC2=O)cc1)N1CCCC(Nc2ccc(F)c(F)c2)C1 (stereo unspecified),14.9,-2.3,-8.9,10.9,5.2,-32.3,1.6,2.5,-2.7,-4.8
CNS(=O)(=O)c1cccc(C(=O)OCC(=O)N2CC(C)OC(C)C2)c1 (stereo unspecified),-5.0,-0.9,-1.1,-22.0,-1.9,4.7,1.1,-7.0,-5.3,2.6
N#CN=C1SCCS1,-3.7,-0.1,1.2,3.4,7.5,-11.2,0.3,0.1,-4.9,3.0
O=C(c1cc2ccccc2[nH]1)N1CCOCC1,6.0,-1.5,36.2*,0.0,-4.0,-23.5,-0.7,0.5,-8.1,0.8
CCC12CN(C(=O)c3ccc(OC)cc3)CC(CC)(CN(C(=O)c3ccc(OC)cc3)C1)C2=O,5.5,.,-5.2,0.9,-3.7,-3.0,0.4,-4.8,11.3,7.2
CCOc1ccc(NC(=O)CN(C)Cc2ccc3c(c2)OCO3)cc1S(=O)(=O)N1CCCC1,-2.8,-0.5,-2.5,6.3,-2.6,-16.0,-2.0,-13.9,-2.9,2.7
Cc1ccc(NC(=O)CN(C)C(=O)CSc2nnc(N)s2)cc1,0.4,-0.5,-2.0,-1.2,-4.7,4.0,0.4,-1.2,-1.4,1.8

# Retrieved by structure from the entries so far:
SMILES,Tat transport,CAL PDZ FP-1,Wnt act,Rtt109 Vps75,CAL PDZ FP-2,MITF TRPM1 HTS,CDK5 p35 inh,dFosB activator,RTF Ca sens act,V-ATPase pHluor
CCOc1ccc(NC(=O)CN(C)Cc2ccc3c(c2)OCO3)cc1S(=O)(=O)N1CCCC1,-2.8,-0.5,-2.5,6.3,-2.6,-16.0,-2.0,-13.9,-2.9,2.7
Cc1cc(C)cc(NC(=O)C2CCCN2C(=O)NC2CCCCC2)c1 (stereo unspecified),-9.4,-0.7,-2.0,-7.2,-1.4,-5.2,0.9,4.6,-2.4,-0.8
O=C(c1cc2ccccc2[nH]1)N1CCOCC1,6.0,-1.5,36.2*,0.0,-4.0,-23.5,-0.7,0.5,-8.1,0.8
COc1ccc(N(CC(=O)NCCSCc2c(F)cccc2Cl)S(C)(=O)=O)cc1OC,-3.8,-1.5,-2.8,-14.0,.,-3.6,2.7,-1.4,0.2,-2.5

# Further entries.
SMILES,Tat transport,CAL PDZ FP-1,Wnt act,Rtt109 Vps75,CAL PDZ FP-2,MITF TRPM1 HTS,CDK5 p35 inh,dFosB activator,RTF Ca sens act,V-ATPase pHluor
COC(=O)c1ccccc1SC1CC(=O)N(c2cccc(C)c2)C1=O (stereo unspecified),-8.9,-2.1,3.3,-5.5,-4.0,0.4,0.1,0.6,-4.2,1.8
COc1ccc(S(=O)(=O)N(C)C[C@H]2Oc3ccc(NS(=O)(=O)c4cccs4)cc3C(=O)N([C@H](C)CO)C[C@@H]2C)cc1,-6.8,-1.0,-3.9,-3.5,-5.7,3.0,0.4,4.0,-9.0,-4.6
COCCN(CC1CCCN(C2Cc3ccccc3C2)C1)C(=O)c1cccs1 (stereo unspecified),-3.2,-0.6,-1.6,-2.7,-6.8,0.0,1.3,-11.6,-0.8,1.8
FC(F)(F)c1ccccc1/C=N/Nc1ccccn1,-0.3,-1.3,2.4,15.5,-6.6,9.8,0.2,4.5,1.4,5.8
COc1cccc(CN2CC(C(=O)NCCn3ccc(C)n3)CCC2=O)c1 (stereo unspecified),-4.1,-0.3,-0.7,4.5,1.5,-5.3,-1.8,-0.8,-5.0,-0.2
Cc1ccc(S(=O)(=O)NCc2ccc(C(=O)NC3CC3)cc2)cc1,-4.8,-0.4,0.3,-5.1,0.1,1.5,-0.2,-3.1,-5.4,-6.4
OCc1cn(-c2ccccc2)nc1-c1ccc(Br)cc1,-0.5,-0.8,12.3,42.7,-1.6,64.4,-0.1,-20.1,1.2,5.2
CCc1ccc(-c2nn(-c3cc(Cl)ccc3[N+](=O)[O-])c(=O)c3ccccc23)cc1,-3.1,-0.1,.,-8.9,-0.7,6.7,-1.8,-1.5,-4.5,-1.8
O=C(CN1CCN(S(=O)(=O)c2ccc3ccccc3c2)CC1)Nc1ccc(N2CCOCC2)cc1,0.3,-2.2,-1.6,-4.0,-4.2,5.6,1.8,-11.3,1.1,1.2
COc1ccc(OC)c(-c2c(C#N)c(N)nc3c2c(=O)nc2sccn23)c1,-3.3,-0.3,-0.7,16.5,1.8,-15.3,4.3,2.3,5.9,6.2
O=C(O)CNC(=S)N(Cc1cccs1)C1CCCCC1,-6.6,0.0,.,4.3,0.7,15.8,-1.6,3.1,1.7,-1.8
Cc1ccc(C(=O)C(C)OC(=O)C2CC(=O)N(C3CCCCC3)C2)cc1 (stereo unspecified),-3.1,12.1,.,1.3,-2.8,.,-2.3,-3.6,-1.5,1.6
CCN(CC)S(=O)(=O)c1ccc(Cl)c(NC(=O)CCCCl)c1,-1.0,-0.9,-3.6,-4.4,.,-0.4,-2.9,-4.7,3.9,-1.0
CC(C)=CCc1c(O)cc2oc3c(CC=C(C)C)c(O)c(O)c(CC=C(C)C)c3c(=O)c2c1O,3.5,0.0,-2.8,0.7,-1.8,.,-0.6,-7.6,-2.3,-2.8
CCOC(=O)N1CCN(CC(O)COCc2cc(OC)c(OC)c(OC)c2)CC1 (stereo unspecified),1.4,0.4,.,4.7,-2.7,1.1,-1.3,-4.8,6.8,-4.5
Cc1nn(Cc2ccccc2)c2c1C(c1cccnc1)C(C#N)=C(N)O2 (stereo unspecified),0.7,0.0,.,7.1,-0.5,-2.9,-0.8,12.2,0.0,-1.2
Cc1ccc(-c2csc(-c3c[nH]c4ccccc34)n2)c(C)c1,16.1,0.0,-6.3,-9.1,-1.5,18.7,0.7,-3.5,-2.0,1.6
Cc1cccn2c(=O)c3cc(C(=O)NCCCn4ccnc4)n(C)c3nc12,-6.3,-0.5,-3.3,-24.9,0.5,.,-1.3,0.6,12.7,-0.6
CC(C)[C@H](NC(=O)[C@@H]1Cc2c([nH]c3ccccc23)C2c3ccccc3C(=O)N21)C(=O)N1CCC[C@@H]1C(=O)O (stereo partly specified),0.9,1.1,-0.7,-1.5,-3.5,-12.5,-1.0,-15.2,-2.5,5.3
CCOc1cc(C(=S)N2CCOCC2)ccc1OC(=O)c1cc(OC)c(OC)c(OC)c1,-3.0,0.4,0.3,-1.7,-2.6,-10.2,1.1,-8.0,5.0,1.4
NC(N)=NN=C1c2ccccc2-c2ccccc21,0.5,.,2.1,-7.0,-6.1,-11.2,0.3,-20.5,3.1,200.6*
CCn1c(SCc2ccc(Cl)cc2)nnc1-c1ccccc1,7.5,-1.0,1.7,7.6,0.4,3.4,3.4,-2.0,8.1,-5.1
O=C1CCCc2c1cc(C(=O)Nc1ccc(Br)cn1)c(=O)n2-c1ccccc1,-7.2,-3.7,-7.3,4.0,-0.2,-3.3,0.3,-40.6,-2.8,-1.0
CC(C)(C)c1ccc(-c2nnc(SCC(=O)c3ccc4c(c3)OCCO4)o2)cc1,2.3,-1.3,1.2,-0.1,-3.1,-7.1,1.3,-5.8,2.8,0.2
CCOC(=O)CSc1cc(C)c(C#N)c2nc3ccccc3n12,-3.1,-3.8,-5.5,10.4,-2.7,-6.9,0.0,-15.3,1.5,-4.9
COc1ccc(N2CCN(S(=O)(=O)c3ccc(C(=O)NCc4ccco4)cc3)CC2)cc1,-8.5,-0.2,.,-2.1,-5.2,-9.0,0.2,-0.7,-6.7,-0.2
CCc1ccc(N2CC(C(=O)Nc3ccc(F)cc3)CC2=O)cc1 (stereo unspecified),5.9,-2.3,1.4,-17.3,-3.2,-5.3,-1.9,-5.4,0.6,-1.7
Cc1cc(NCCc2ccc(Cl)cc2)n2ncnc2n1,-0.3,-0.6,-3.9,4.5,-1.3,2.8,0.4,1.0,-0.1,-1.9
COc1ccccc1N1CCN(C(=O)c2oc3ccc(F)cc3c2C)CC1,9.0,-1.8,-3.4,-2.4,.,1.7,-0.9,-9.8,-2.0,0.2
CCNC(=O)COC(=O)c1cc(-c2ccc(OC)cc2)nc2ccccc12,-5.3,-1.1,9.3,-3.5,-3.2,18.4,0.3,-38.8,-1.8,1.2
